Vif-A3G inh = Vif-A3G binding inhibition; HeLa A3G-eYFP + Vif (tagged APOBEC3G with the HIV-1 protein that degrades it), YFP fluorescence, overnight; Potency, µM (doses to about 46.1 µM), for inactives: at the highest dose activity, negative = active, most hits filed as inhibitors; 410,000 compounds, 0.076% hits; AID 602310;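 further: potency means the concentration at half of the fitted maximal effect; on the % scale 0 is the no-effect control and ±100 the full control effect; nearly all actives have a fitted effect of over 60% in size; hits raise eYFP signal because A3G escapes Vif-driven loss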
Target sequence (Q9HC16 whole entry, looked up): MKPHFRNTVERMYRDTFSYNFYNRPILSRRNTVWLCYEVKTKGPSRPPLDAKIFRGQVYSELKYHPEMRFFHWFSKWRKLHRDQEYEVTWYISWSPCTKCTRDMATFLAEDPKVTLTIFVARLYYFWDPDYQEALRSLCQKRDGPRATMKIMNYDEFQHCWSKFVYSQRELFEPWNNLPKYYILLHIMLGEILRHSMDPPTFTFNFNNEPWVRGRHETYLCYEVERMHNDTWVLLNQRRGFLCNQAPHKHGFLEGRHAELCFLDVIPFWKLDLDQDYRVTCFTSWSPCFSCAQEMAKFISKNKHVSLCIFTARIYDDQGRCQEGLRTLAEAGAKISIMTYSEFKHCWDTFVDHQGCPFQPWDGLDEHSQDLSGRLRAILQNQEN
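Read-out is eYFP fluorescence (Ex 488/Em 500-530) from Vif-expressing HeLa A3G-eYFP cells; more signal means A3G escaped Vif-mediated degradation. Cells plated overnight, compound pinned in, incubated overnight at 37 deg C.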
D2 agonist = activates the human D2 dopamine receptor. HEK293 T-REx D2 cells, calcium flux agonist mode. activation, % at 2 µM. 340,000 compounds, 0.53% hits;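 active means activation over 3 SD above normal in the single-dose calcium agonist read, cut at about 30% in these data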; further: 0% is about no effect
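Tetracycline-induced HEK293 Trex cells with D2 receptor force-coupled to calcium signaling, plated overnight at 30 C and loaded with no-wash calcium dye. Calcium flux read kinetically for 180 s after compound addition; responses flag agonists.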
Glioma ERSR ind = inducers of ER stress response in human glioma cells; Potency, µM, without a hit: at the top dose activation, usual class: activators; 420,000 compounds, 0.02% hits; U87-MG GRP78 promoter luciferase reporter, 16 h; further: potency means the concentration at half of the fitted maximal effect; series mostly up to about 76 µM; % of control where 0% means no effect; nearly all actives have a fitted effect of over 35% in size
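ERSR induction read as luciferase luminescence (Bright-Glo, 10 min at room temperature) in stably transfected human U87-MG glioma cells exposed to compounds for 16 h, using GRP78 as sensor.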
ERG Ets-DNA blk = ERG Ets/DNA interaction inhibition | fluorescence polarization, His-ERG Ets domain / labelled DNA | Potency, µM (top dose mostly 76.9 µM), for the others: at the highest dose FP activity, negative = inhibition, hits mostly inhibitors | 370,000 compounds, 0.028% hits | AID 624246; active means well fitted inhibition curve with a large enough effect in the polarisation, with a control signal flat; inconclusive means small, poorly fitted or top-dose-only effect, or effect the other way, or a change in a side signal; inactive means no such curve, though single readings can be large or run the other way; the % refers to the polarisation;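 further: polarization taken with two DNA probes labelled with fluorescein and Texas red; potency means the concentration at half of the fitted maximal effect; % of control where 0% means no effect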
Target sequence (P11308 whole entry, looked up, the tested form may be a part): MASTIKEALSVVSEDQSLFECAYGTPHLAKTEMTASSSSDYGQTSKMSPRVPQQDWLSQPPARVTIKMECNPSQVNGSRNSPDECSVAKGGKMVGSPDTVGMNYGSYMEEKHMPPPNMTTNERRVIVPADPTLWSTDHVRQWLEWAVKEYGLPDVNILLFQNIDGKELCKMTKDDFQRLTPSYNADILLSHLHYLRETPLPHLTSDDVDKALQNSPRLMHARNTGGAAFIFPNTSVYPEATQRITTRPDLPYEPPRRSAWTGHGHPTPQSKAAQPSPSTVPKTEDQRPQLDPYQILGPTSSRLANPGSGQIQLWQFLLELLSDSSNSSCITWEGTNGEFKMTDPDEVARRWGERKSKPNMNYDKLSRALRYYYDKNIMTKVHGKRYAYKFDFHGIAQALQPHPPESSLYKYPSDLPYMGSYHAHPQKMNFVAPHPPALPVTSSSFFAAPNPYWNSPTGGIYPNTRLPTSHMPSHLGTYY
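His-tagged ERG Ets domain (1 uM in the protein solution; 300mM KCl, 50mM Tris-HCl, 1mM EDTA, 1mM DTT, pH 7.5) received compound, then a probe mix of 5 nM fluorescein-DNA and 100nM Texas-615-DNA. Fluorescence polarization was read for both dyes.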
LDHA block = blocks human lactate dehydrogenase A | P00338 | purified LDHA, NADH/diaphorase-resazurin fluorescence; active compounds read low | activity change, % (values are at about 110 or 230 µM) | 480,000 compounds, 0.15% hits; in the data active means activity change below about -30%; inconclusive means mostly about -25% to -30%;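 further: plate controls were DMSO wells for no effect and wells without enzyme for full effect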
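LDH5 2 nM; NADH 0.06 mM, pyruvate 0.2 mM; 200 mM Tris pH 7.4, EDTA, Tween-20; 5 min RT. Detection: diaphorase 0.133 mg/mL + resazurin 37 µM, fluorescence ex540/em590 at 0 and 20 min; normalized to enzyme-free and DMSO wells.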
RGS4 inh = blocks human RGS4-accelerated GTP hydrolysis; P49798; Transcreener GDP fluorescence polarization, RGS4-accelerated GTP hydrolysis; Potency, µM (series often up to 114 µM), without a hit: top-dose activity change, negative = inhibition, most hits filed as inhibitors; 390,000 compounds, 0.039% hits; AID 504845; further: potency means the concentration at half of the fitted maximal effect; on the % scale 0 is the no-effect control and ±100 the full control effect; nearly all actives have a fitted effect of over 75% in size; some results filed as inactive show a strong effect at the top dose
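MLSMR compounds (23 nl, pin-transferred) preincubated 10 min at room temperature with a 500nM (2x) first reagent, then RGS4 at 900nM (2x) plus Transcreener GDP mix added; fluorescence polarization (620/688 nm) read before and after 90 min at 30 °C.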
12-LOX inh = blocks human arachidonate 12S-lipoxygenase; AID 1671190; P18054; purified 12hLO, xylenol orange hydroperoxide absorbance; 580,000 compounds, 1.1% hits; Potency, µM (highest dose often 108 µM), inactives show top-dose activity change, negative = inhibition, actives largely listed as inhibitors; further: potency means the concentration at half of the fitted maximal effect; on the % scale 0 is the no-effect control and ±100 the full control effect
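Purified human 12hLO at 150 nM in 25 mM Hepes, 0.01% Triton X-100, pH 7.0, preincubated 15 min at room temperature with compound. Reaction started with 40 uM arachidonic acid, 30 min at room temperature. Hydroperoxide measured by Fe-xylenol orange, 573/405 nm absorbance ratio.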
Vif-A3F inh = Vif-A3F binding inhibition; HeLa A3F-eYFP + Vif (tagged APOBEC3F with the HIV-1 protein that degrades it), YFP fluorescence increase; Potency, µM (titrated, usually from 46.1 µM), for the others: top-dose activity, negative = active; 390,000 compounds, 0.2% hits; further: potency means the concentration at half of the fitted maximal effect; % of control where 0% means no effect; nearly all actives have a fitted effect of over 65% in size
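Fluorescence increase (Ex 488/Em 500-530) after overnight compound treatment at 37 deg C flags inhibition of Vif-driven A3F-eYFP loss in stable HeLa A3F-eYFP/Vif cells seeded overnight beforehand.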
D2 antag = D2 dopamine receptor (human) antagonism. P14416. HEK293 TREx D2 cells, calcium flux, dopamine EC80. inhibition, % at 10 µM. 340,000 compounds, 2% hits. AID 485344; in the data active means inhibition above about 30%; further: 0% is about no effect
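Antagonism is scored as inhibition of an EC80 dopamine-evoked calcium signal in a force-coupled, tetracycline-inducible HEK293 T-REx D2 line, with compound present 180 s before agonist.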
* marks the source's active call; other numbers are inactive results; ? = inconclusive; . = no result given; [ ] = another dose, or the depositor's remark. Unless noted, the call rests on the fitted dose curve; in most records, active means well fitted curve in the direction sought with a large enough effect; inconclusive means small, poorly fitted or top-dose-only effect, or another doubt; inactive means no such curve, though single readings can be large; an effect the other way counts as inactive or inconclusive. The list is partial; count on the stated rates, not on these rows.

A first look (2 entries):
item	Structure	Vif-A3G inh	D2 agonist	Glioma ERSR ind	ERG Ets-DNA blk	LDHA block
1	O=C1CNC(=S)N1Cc1cccc(Cl)c1	-1%	0.7	-3%	9%	-5
2	Cc1ccc(NC(=O)C2CC(=O)Nc3nncn32)cc1 (stereo not given)	-1%	2.1	-4%	14%	-1

item	RGS4 inh	12-LOX inh	Vif-A3F inh	D2 antag
1	-9%	6%	0%	-13
2	-2%	-20%	3%	-2

The whole of this part, previewed entries included:
item	Structure	Vif-A3G inh	D2 agonist	Glioma ERSR ind	ERG Ets-DNA blk	LDHA block
1	O=C1CNC(=S)N1Cc1cccc(Cl)c1	-1%	0.7	-3%	9%	-5
2	Cc1ccc(NC(=O)C2CC(=O)Nc3nncn32)cc1 (stereo not given)	-1%	2.1	-4%	14%	-1
3	COc1ccc(CCC(=O)NCCc2nc3ccccc3[nH]2)cc1	-2%	0.9	-1%	-2%	-7
4	O=CN1N=C(c2ccccc2)CC1c1ccc(Cl)cc1 (stereo not given)	1%	1.4	-4%	-2%	-18
5	CCOc1ccccc1NC(=O)CSc1nnc2[nH]c(=O)cc(-c3ccccc3)n12	0%	0.4	-1%	-1%	-5
6	Cc1ccc(OCCn2nnc3sc4c(c3c2=O)CCC(C(C)(C)C)C4)cc1 (stereo not given)	.	1.0	.	3%	-1
7	NC(=O)c1cc(N)ccc1N1CCCCC1	-1%	0.2	-2%	4%	0
8	COc1ccccc1-c1cc(N)n(S(=O)(=O)c2cccc3nsnc23)n1	-1%	-1.0	2%	1%	-10
9	CC(Oc1ccccc1)C(=O)NC1=NCCS1 (stereo not given)	0%	-0.1	-8%	13%	2
10	COC(=O)C(C)(C)ONC(=O)Nc1ccccc1Cl	0%	4.4	-1%	35%[activator]	-9
11	Cc1nc(C)c(-c2csc(NCc3ccccc3)n2)s1	0%	1.2	4%	-11%	1
12	CCOc1ccc(CCNC(=O)CSc2nnnn2-c2ccccc2Cl)cc1OCC	3%	1.0	-4%	-6%	1

item	RGS4 inh	12-LOX inh	Vif-A3F inh	D2 antag
1	-9%	6%	0%	-13
2	-2%	-20%	3%	-2
3	32%	2%	19%	12
4	8%	-4%	4%	18
5	-11%	0%	-10%	.
6	20%	-23%	.	.
7	-14%	2%	-3%	-5
8	7%	-2%	1%	-3
9	11%	?	7%	0
10	3%	13%	2%	7
11	-33%	?	5%	9
12	-12%	-15%	4%	.

New compounds follow.
item	Structure	Vif-A3G inh	D2 agonist	Glioma ERSR ind	ERG Ets-DNA blk	LDHA block
13	CC1=CC(=O)C=C/C1=C(/c1ccc(O)cc1C)c1ccccc1S(=O)(=O)O	1%	4.0	-5%	10%	2
14	Cc1ccc2cccc(N)c2n1	1%	0.9	-3%	-5%	6
15	Cc1ccc(NC(=S)Nc2ccc(S(=O)(=O)N3CCOCC3)cc2)cc1S(=O)(=O)N1CCOCC1	1%	1.8	-4%	17%	-2
16	Cc1cccc(NC(=O)C2CCN(C(=O)c3ccc(F)cc3)CC2)n1	0%	0.7	-1%	-5%	-3
17	O=C(CN1CCCc2ccccc21)NC(=O)NCc1ccco1	-1%	0.5	-2%	-3%	4
18	Cc1nnc(SCCC(=O)Nc2ccccc2Cl)o1	0%	0.8	-5%	-13%	-3
19	COc1ccc(NC(=O)c2cc(-c3ccccc3OC)on2)cc1	?	-0.5	-2%	-7%	2
20	CC1(C(=O)NCc2cc(F)cc(C(F)(F)F)c2)C=CC2(CCCCC2)N1C(=O)c1ccccc1 (stereo not given)	-5%	0.5	2%	-5%	1
21	Nc1ccc(S(=O)(=O)NCC(=O)OC2CCOC2=O)cc1[N+](=O)[O-] (stereo not given)	2%	0.8	-1%	.	11
22	Cc1ccc(C2=C/C(=C\c3cccnc3)C(=O)O2)cc1	-1%	-0.8	3%	13%	-8
23	CC(NC(=O)COc1ccccc1)C(=O)N1CCN(c2ccc(F)cc2)CC1 (stereo not given)	-5%	.	0%	-13%	0
24	CCc1nc2ccc(C(=O)Nc3ccc(OC)c(OC)c3)cn2c1N(C)Cc1nccs1	-4%	.	0%	.	-4

item	RGS4 inh	12-LOX inh	Vif-A3F inh	D2 antag
13	15%	?	1%	-4
14	-7%	5%	-3%	-1
15	?	-27%	2%	6
16	-4%	-14%	1%	11
17	3%	-23%	-7%	15
18	-20%	7%	9%	-9
19	-2%	10%	1%	32*
20	-10%	-3%	0%	-1
21	-10%	353%[activator]	-15%	2
22	-15%	?	-16%	-6
23	3%	14%	-7%	.
24	.	-10%	.	.

Remaining list, next part:
item	Structure	Vif-A3G inh	D2 agonist	Glioma ERSR ind	ERG Ets-DNA blk	LDHA block
25	COc1ccc(-c2cc(C(F)(F)F)n3nc(C(=O)O)c(Cl)c3n2)cc1OC	1%	.	-3%	4%	-12
26	Cc1nonc1N1CCN(Cc2cn[nH]c2-c2ccc(F)cc2F)CC1	-1%	0.3	-4%	-3%	-10
27	O=C(CN1CCOCC1)Nc1ccc(Cl)cc1	2%	0.2	-2%	2%	-5
28	Cc1cccc(N2CCN(C(=O)c3oc(=O)c4ccccc4c3-c3ccccc3)CC2)c1C	0%	-0.2	4%	-4%	-2
29	Cc1cc(C)cc(NC(=O)C2CCCC2)c1	-9%	0.5	-2%	-2%	-7
30	COc1ccccc1C1Nc2ccccc2-n2c(-c3ccccc3)c3c(=O)n(C)c(=O)n(C)c3c21 (stereo not given)	1%	-0.9	1%	1%	2
31	CCC(C)(C)NC(=O)CCCSc1nc2ccccc2s1	11%	2.0	-1%	-5%	0
32	CCC(C)c1ccccc1NC(=O)c1cccnc1 (stereo not given)	1%	0.4	-4%	-9%	5
33	Cc1coc2c(C)c3oc(=O)c(CCC(=O)NCCc4ccc(Cl)cc4)c(C)c3cc12	0%	-0.3	-1%	0%	2
34	COc1ccc(N(C2=NCCCS2)S(=O)(=O)c2ccc(C(C)(C)C)cc2)cc1	-4%	0.5	-2%	8%	-2
35	COc1ccc(C(Nc2ccccn2)c2oc(CO)cc(=O)c2O)cc1 (stereo not given)	2%	0.2	-5%	.	26
36	CC1CN(C(=S)NC(=O)c2cccc([N+](=O)[O-])c2)CC(C)O1 (stereo not given)	1%	0.6	0%	-19%	-4

item	RGS4 inh	12-LOX inh	Vif-A3F inh	D2 antag
25	-18%	-25%	3%	.
26	52%	-10%	8%	16
27	-13%	?	0%	-4
28	-1%	-14%	0%	.
29	18%	-8%	-8%	-23
30	-1%	-25%	3%	.
31	-15%	-10%	6%	7
32	26%	-3%	8%	3
33	-3%	-30%	?	.
34	-6%	4%	0%	19
35	?	?	2%	9
36	-53%	-27%	8%	2

Profiles as entered above:
`Cc1coc2c(C)c3oc(=O)c(CCC(=O)NCCc4ccc(Cl)cc4)c(C)c3cc12` in the list: Vif-A3G inh: 0%; D2 agonist: -0.3; Glioma ERSR ind: -1%; ERG Ets-DNA blk: 0%; LDHA block: 2; RGS4 inh: -3%; 12-LOX inh: -30%; Vif-A3F inh: ?; D2 antag: .
`CCC(C)(C)NC(=O)CCCSc1nc2ccccc2s1` in the list: Vif-A3G inh: 11%; D2 agonist: 2.0; Glioma ERSR ind: -1%; ERG Ets-DNA blk: -5%; LDHA block: 0; RGS4 inh: -15%; 12-LOX inh: -10%; Vif-A3F inh: 6%; D2 antag: 7

More entries follow.
item	Structure	Vif-A3G inh	D2 agonist	Glioma ERSR ind	ERG Ets-DNA blk	LDHA block
37	Cc1[nH]c(=O)nc(SCc2ccc(Cl)c(Cl)c2)c1C#N	-8%	-1.1	-1%	15%	-11
38	CCOC(=O)CNC(=O)c1c(C)nn(C)c1Cl	1%	3.0	6%	-3%	-2
39	Cc1nnc2c(NCCc3ccccc3)nc3ccccc3n12	2%	0.4	-3%	-3%	-1
40	CCN(CC)S(=O)(=O)c1ccc2oc(C(=O)Nc3cc(C)ccc3OC)c(C)c2c1	1%	-0.3	-1%	5%	-4

item	RGS4 inh	12-LOX inh	Vif-A3F inh	D2 antag
37	-17%	?	0%	-2
38	-9%	-3%	9%	-7
39	2%	16%	2%	24
40	4%	-10%	3%	.

Given in markdown: 2 of the compounds above
| nr | SMILES | Vif-A3G inh | D2 agonist | Glioma ERSR ind | ERG Ets-DNA blk | LDHA block | RGS4 inh | 12-LOX inh | Vif-A3F inh | D2 antag |
| --- | --- | --- | --- | --- | --- | --- | --- | --- | --- | --- |
| 38 | CCOC(=O)CNC(=O)c1c(C)nn(C)c1Cl | 1% | 3.0 | 6% | -3% | -2 | -9% | -3% | 9% | -7 |
| 39 | Cc1nnc2c(NCCc3ccccc3)nc3ccccc3n12 | 2% | 0.4 | -3% | -3% | -1 | 2% | 16% | 2% | 24 |
